NTR1 ag: NTR1-driven beta-arrestin-GFP spot formation – imaging, U2OS cells, high content, primary screen (AID 493036). activation, % at 20 µM. 330,000 compounds, 0.17% hits. agonist mode. P30989;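 active means activation at or above 40% of the spot to cytoplasm intensity ratio, with at least 20 cells analyzed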;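 further: 0% = DMSO without peptide and 100% = 100 nM NTR1 peptide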
Target sequence (P30989 whole entry, looked up): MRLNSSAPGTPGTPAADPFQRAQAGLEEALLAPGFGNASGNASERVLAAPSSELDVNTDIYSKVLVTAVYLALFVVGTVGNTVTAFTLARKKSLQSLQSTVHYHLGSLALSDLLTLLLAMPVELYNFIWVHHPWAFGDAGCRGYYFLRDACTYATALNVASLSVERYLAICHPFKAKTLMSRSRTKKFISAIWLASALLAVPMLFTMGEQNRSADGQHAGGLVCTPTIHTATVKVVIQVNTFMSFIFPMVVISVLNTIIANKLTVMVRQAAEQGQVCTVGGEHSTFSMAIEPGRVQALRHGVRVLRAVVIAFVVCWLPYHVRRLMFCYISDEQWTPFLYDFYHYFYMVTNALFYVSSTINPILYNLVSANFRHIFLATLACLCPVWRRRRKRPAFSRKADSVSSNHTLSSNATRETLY
GPR35 arrestin U2OS: GPR35 antagonists blocking zaprinast-driven arrestin recruitment, primary screen, imaging, U2OS, beta-arrestin-GFP, zaprinast agonist (AID 2058) | U2OS GPR35 beta-arrestin-GFP translocation imaging, zaprinast antagonism; higher % means a stronger effect | 290,000 compounds, 0.052% hits | one-dose inhibition, % at 10 µM; IC50 in µM for titrated hits;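 active means inhibition of at least 50% with at least 30 cells and total cytoplasm GFP at most 10,000,000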
Lipid droplet: modulators of hepatic lipid droplet formation | AID 1656 | AML12 mouse hepatocytes, oleate lipid droplets, BODIPY imaging | inhibition, % at 6.5 µM | 240,000 compounds, 0.4% hits;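 active means lipid droplet intensity inhibited by at least 50%, with more than 500 cells counted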
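Assay system: AML12 hepatocytes (mouse); Probe or stimulus: oleic acid at 100 µM to induce lipid droplet formation; Dosing: compound at 6.5 µM only; Schedule: compound with oleate, overnight; Detection: fluorescence imaging, 20x objective, two fields per well; Measure: % inhibition of lipid droplet signal.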
GPR55 beta-arrestin: selective activators of receptor GPR55 – imaging, U2OS cells, beta-arrestin-GFP redistribution, primary screen (AID 1961); U2OS GPR55 beta-arrestin-GFP redistribution imaging; higher % means a stronger effect; activation, % at 10 µM; hits with a dose series show EC50 in µM; 290,000 compounds, 0.048% hits;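 active means activation above 40% with more than 50 cells counted in the well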;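 further: U2OS osteosarcoma cells stably expressing GPR55 and beta-arrestin-GFP; plate controls were DMSO negative control for no effect and LPI positive control for full effect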
LYP inhibition: PTPN22 lymphoid phosphatase activity blockers – biochemical, fluorescence intensity, uHTS (AID 1779). recombinant LYP phosphatase, fluorescence intensity; higher % means a stronger effect. one-dose inhibition, % at 11.5 µM; IC50 in µM for titrated hits. 290,000 compounds, 0.054% hits; in the data active means inhibition above about 50%;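 further: plate controls were vehicle with enzyme for no effect and no enzyme for full effect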
Large T inhibition: TAg ATPase/helicase activity blockers – biochemical (AID 1903) | SV40 large T antigen ATPase/helicase inhibition assay; higher % means a stronger effect | one-dose inhibition, % at 20 µM; IC50 in µM for titrated hits | 310,000 compounds, 0.39% hits; in the data active means a potency from the dose series; further: strong numbers were not always called active
GPR55 antagonists: inhibition of LPI-stimulated GPR55 beta-arrestin translocation – imaging, U2OS, beta-arrestin-GFP, LPI agonist, primary screen (AID 2013). U2OS GPR55 beta-arrestin-GFP translocation imaging, LPI antagonism; higher % means a stronger effect. one-dose inhibition, % at 10 µM; IC50 in µM for titrated hits. 290,000 compounds, 0.13% hits;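 active means spots per cell inhibited over 60%, with over 100 cells counted and total cytoplasm intensity under 500,000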;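 further: U2OS cells stably carrying GPR55 and arrestin-GFP stimulated by 5 µM LPI near EC80; imaged beta-arrestin-GFP aggregate spots per cell after agonist stimulation; plate controls were LPI-stimulated DMSO wells for no effect and DMSO wells without LPI for full effect; some results filed as inactive read as strong as hits; confirmed hits need IC50 under 10 µM and bright autofluorescent wells are also inconclusive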
MgcRacGAP inhibition: MgcRacGAP GTPase-activating activity inhibitors, confirmation, biochemical, ADP Hunter fluorescence; inhibition, % at 30 µM; hits with a dose series show IC50 in µM; MgcRacGAP-stimulated Rac1 GTP hydrolysis, ADP Hunter fluorescence; higher % means a stronger effect; GST-tagged Rac1 F28L mutant substrate; 340,000 compounds, 0.6% hits; AID 624330;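 active means first-screen hits whose inhibition reached a set limit at any dose in the follow-up dose series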;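 further: fluorescence reports GDP produced by GAP-driven GTP hydrolysis; strong numbers were not always called active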
T cell HTS: T cell immune modulators affecting CD8 T cell-vesicle binding; 2C CD8+ T cell-vesicle binding, flow cytometry; active compounds read low; calls only at 7 µM; 330,000 compounds, 0.068% hits;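 active means response, share of CD8 T cells binding vesicles, and their 90th percentile fluorescence all below set limits, cut at about 80% in these data, passing the limit was not always enough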
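Assay system: 2C TCR transgenic mouse naive CD8+ T cells, MACS-purified | Read-out: CD8+ gate FL2 mean fluorescence as % of same-row positive control | Signal: High-throughput flow cytometry with anti-B7-1 and anti-CD8 staining | Timing: Binding step 1.5 h, 37 °C, antibody labelling 20 min, ice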
Lipid droplet cells 6.5 µM: also measured in Lipid droplet; calls as there; cell count; measured here: cell count, cytotoxicity flag;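 cells counted across two imaged fields per well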
T cell HTS vesicle-bound %: recorded beside T cell HTS, whose call it bears; double positive events, %; measured here: CD8+ vesicle-bound cell fraction;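 binding gate set so that unloaded-vesicle control wells show 10% double positive cells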
NTR1 ag cell count 20 µM: further read-out of NTR1 ag, marked with its call; cell count; measured here: cell count, cytotoxicity flag
Active calls of the source: *; i = inactive; x = not tested or not shown. Compounds were not picked by outcome; any-hit rate near 1.8%.

structure	NTR1 ag	NTR1 ag cell count 20 µM	GPR35 arrestin U2OS	Lipid droplet	Lipid droplet cells 6.5 µM	GPR55 beta-arrestin	LYP inhibition	Large T inhibition	GPR55 antagonists	MgcRacGAP inhibition	T cell HTS	T cell HTS vesicle-bound %
COc1ccc(-c2ccnc3c(C#N)cnn23)cc1	0.6	48	0%	-14	690	-0.1%	-38%	-3%	16%	0%	i	52
S=C(Cc1ccccc1)NCCc1ccccc1	-1.8	75	x	x	x	x	x	-1%	x	9%	i	28
CC1=C(C(=O)Nc2ccccc2C)C(c2ccc(C)o2)C2=C(CCCC2=O)N1 (centres undefined)	-0.6	63	10%	-4	763	-0.1%	-1%	3%	9%	6%	i	22
COc1cc2[nH]c(=O)n(CCC(=O)N3CCC(N4CCCCC4)CC3)c(=O)c2cc1OC	0.1	71	-6%	x	x	0.0%	-9%	6%	23%	12%	i	38
CCOC(=O)CCC(NC(=O)c1cncc(O)c1)C(=O)OCC (centres undefined)	0.4	94	-4%	x	x	-0.2%	-5%	10%	1%	3%	i	48
NC(=O)C1(N2CCCCC2)CCN(C2CC(=O)N(CCc3ccccc3)C2=O)CC1 (centres undefined)	-1.2	66	-3%	1	709	-0.2%	-5%	24%	4%	6%	i	36
CN1CCN(c2oc(-c3ccc([N+](=O)[O-])cc3)nc2C#N)CC1	-0.7	46	1%	13	734	-0.1%	-2%	7%	-3%	1%	i	34
O=C1NC2(O)C(=O)c3ccccc3C2(O)N1 (centres undefined)	1.2	43	8%	14	690	0.1%	-6%	13%	2%	3%	i	57
O=C(C[n+]1cccc(CNC(=O)c2ccc(OC(F)F)cc2)c1)c1ccccc1	-0.3	100	-10%	-1	687	-0.1%	-3%	5%	-1%	-2%	i	54
O=C(O)c1cccc(C(=O)O)c1Br	-1.6	102	17%	0	777	-0.1%	-12%	12%	8%	1%	i	17
O=C(Cc1nc2ccccc2[nH]1)c1ccc([N+](=O)[O-])cc1	0.7	54	-11%	-19	622	0.0%	-13%	12%	-1%	13%	i	57
CCOc1ccc(N(CC(=O)Nc2cccc(C)c2)S(C)(=O)=O)cc1	0.4	56	28%	-4	836	-0.1%	-3%	1%	-11%	7%	i	56
[O-]c1n[n+](-c2ccc(Cl)cc2)cc2ccccc12	0.8	36	4%	3	674	-0.1%	-7%	9%	8%	4%	x	x
Cc1[nH][nH]c(=O)c1C(c1ccc(-c2cccc(C(=O)O)c2)o1)c1c(C)[nH][nH]c1=O	1.1	84	9%	2	710	0.2%	-5%	x	-10%	12%	i	34
CC(NC(=O)c1cc(S(=O)(=O)N2CCOCC2)cn1C)c1ccccc1 (centres undefined)	-1.4	77	-5%	3	774	0.5%	-12%	16%	-18%	4%	i	25
Cc1cc(C)n(S(=O)(=O)c2ccc3ccccc3c2)n1	-0.3	54	12%	2	744	0.3%	-6%	3%	8%	2%	i	28
N#C[C@@H]1N(Cc2ccccc2)C(=O)[C@H]2CC3C=CC21O3 (some centres undefined)	-1.5	69	x	x	x	x	x	7%	x	-7%	i	31
Cc1cc(NCCO)nc(-n2nc(C)cc2C)n1	0.8	60	16%	x	x	0.2%	-11%	19%	4%	-10%	i	9
O=S1(=O)C=C(Sc2nnc(-c3ccccc3)o2)c2ccccc21	-0.7	82	-10%	x	x	-0.3%	-8%	13%	5%	17%	x	x
CCOC(=O)c1cnc2nc(Cc3ccccc3)[nH]n2c1=O	2.3	47	-18%	x	x	-0.2%	-13%	15%	-6%	0%	i	48
Cc1ccccc1-c1nnc(-c2cccs2)o1	0.5	55	-19%	0	691	0.1%	-5%	6%	26%	12%	i	57
CC(=O)c1ccc(NC(=S)NCc2ccco2)cc1	0.0	41	5%	11	583	0.5%	0%	-2%	6%	8%	i	13
COc1ccc(NC(=O)CCC(=O)NCc2ccco2)c([N+](=O)[O-])c1	0.8	48	9%	x	x	-0.1%	-9%	13%	20%	6%	i	9
CN(C)S(=O)(=O)c1cccc(C(=O)Nc2cc(Cl)ccc2O)c1	0.1	69	3%	0	720	-0.1%	1%	7%	-9%	10%	i	40
CN(Cc1ccccc1)C(=O)COC(=O)c1cc(S(=O)(=O)N(C)C)ccc1N1CCCC1	0.4	69	x	x	x	x	x	10%	x	0%	i	23
NC(=O)CCCc1nc(-c2ccccc2Cl)no1	1.1	92	15%	x	x	-0.1%	-14%	0%	-13%	1%	i	13
O=c1cc(-c2ccccc2)[nH]c2nc3ccccc3n12	2.2	71	-5%	2	645	0.2%	0%	1%	-19%	2%	i	12
COc1ccc(OCC(=O)N/N=C(\C)CC(=O)Nc2ccc(NC(C)=O)cc2)cc1	-0.4	65	11%	0	800	-0.1%	-7%	8%	2%	11%	i	35
C=CCN(c1ccccc1)S(=O)(=O)c1c(C)[nH]c(=O)[nH]c1=O	0.9	42	5%	5	756	1.0%	-6%	0%	0%	10%	i	56
COc1ccc(CCNC(=O)c2ccc3nc4cc(Cl)ccc4c(=O)n3c2)cc1OC	0.9	77	-5%	-13	749	-0.1%	-4%	24%	-16%	-6%	i	30

Look-ups from above:
In NTR1 ag cell count 20 µM, Cc1[nH][nH]c(=O)c1C(c1ccc(-c2cccc(C(=O)O)c2)o1)c1c(C)[nH][nH]c1=O is entered as 84
In T cell HTS vesicle-bound %, NC(=O)C1(N2CCCCC2)CCN(C2CC(=O)N(CCc3ccccc3)C2=O)CC1 (centres undefined) is entered as 36

Continued.
structure	NTR1 ag	NTR1 ag cell count 20 µM	GPR35 arrestin U2OS	Lipid droplet	Lipid droplet cells 6.5 µM	GPR55 beta-arrestin	LYP inhibition	Large T inhibition	GPR55 antagonists	MgcRacGAP inhibition	T cell HTS	T cell HTS vesicle-bound %
CN=c1scc(-c2ccc([N+](=O)[O-])cc2)n1/N=C/c1ccco1	0.2	60	-4%	-2	697	-0.3%	1%	5%	19%	9%	i	50
C=CCOC(=O)C1=C(C)Nc2nc3ccccc3n2C1c1ccncc1 (centres undefined)	-0.5	74	12%	x	x	0.0%	8%	-2%	10%	9%	i	35
Cc1cc(NC(=O)Nc2ccccc2)n(-c2ccccc2)n1	-1.5	56	6%	-11	792	0.2%	-2%	7%	0%	11%	i	30
COc1ccccc1NS(=O)(=O)c1cc(C(=O)NCC2CCCO2)ccc1C (centres undefined)	-1.1	58	x	x	x	x	x	9%	x	5%	i	40
Cc1ccc(C(=O)c2ccccc2C(=O)OCC(=O)Nc2ccc(SC(F)F)cc2)cc1	0.7	51	6%	-38	663	-0.1%	0%	-4%	4%	8%	i	3
COc1ccc(-n2cc(-c3ccccc3)[nH]c2=S)cc1	0.0	72	6%	11	670	0.3%	-5%	11%	18%	10%	i	57
Cc1ccc(C(=O)OCC(=O)N(C)C2CCS(=O)(=O)C2)cc1S(=O)(=O)N1CCCCC1 (centres undefined)	-1.1	76	x	x	x	x	x	11%	x	1%	i	14
FC(F)(F)c1cccc(NC(=S)NCc2ccc(Cl)cc2)c1	2.8	65	-10%	-31	684	0.5%	2%	3%	6%	11%	i	39
COc1ccccc1CC(=O)Nc1ccc([N+](=O)[O-])cc1O	0.8	44	-6%	8	688	0.1%	-4%	-5%	12%	5%	i	49
CCCC(=O)NCc1ccccc1Cl	0.7	50	-1%	4	640	-0.1%	-11%	-3%	-6%	-1%	i	49
Cc1cc(OCC(=O)Nc2ccncc2)c(C)cc1Br	5.7	59	11%	1	764	-0.2%	-4%	4%	1%	3%	i	40
COc1ccc(C(C(=O)Nc2ccc(C(C)C)cc2)N(Cc2ccco2)C(=O)CC2NC(=O)NC2=O)cc1 (centres undefined)	5.0	57	-8%	42	820	0.1%	2%	7%	-9%	2%	i	50
COc1ccc(Cn2nnnc2C(c2ccccc2Cl)N2CCN(C3CCCC3)CC2)cc1 (centres undefined)	x	x	9%	x	x	0.1%	1%	1%	2%	9%	x	x
CCn1cc(C(=O)NCC(C)C)c(=O)c2cc(F)c(N3CCN(C(=O)c4ccco4)CC3)cc21	-0.1	52	-10%	-39	820	0.3%	-8%	-1%	-8%	5%	i	27
COc1ccc(CC(=O)N2CC3(C)CC2CC(C)(C)C3)cc1 (centres undefined)	-0.6	40	5%	-15	762	0.0%	-2%	-14%	-23%	11%	i	48
COc1ccc(C(=O)Nc2ccc(C(=O)N3CCOCC3)cc2)cc1OC	0.0	59	7%	4	805	-0.1%	-6%	1%	-1%	4%	i	30
CCOCCCn1c(SCC(=O)Nc2cc(OC)ccc2OC)nc2ccccc2c1=O	1.7	58	0%	21	764	0.2%	-5%	46%	0%	12%	i	40
CC(=O)Nc1ccc(C(=O)N(C)C(C(=O)Nc2ccc(C)cc2)c2ccccn2)cc1 (centres undefined)	0.4	42	-13%	1	693	-0.3%	-6%	18%	5%	3%	i	7
C[C@@H](C(=O)NCc1ccccc1)[C@@H]1C[C@@]1(C)[C@@H](NC(=O)OCc1ccccc1)c1ccccc1	-1.2	97	2%	2	769	-0.1%	1%	13%	7%	2%	i	23
COc1cccc2c1C(=O)c1c(O)c3c(c(O)c1C2=O)C[C@](O)(C(C)=O)C[C@H]3O[C@@H]1C[C@@H](N)[C@@H](O)[C@@H](C)O1	-2.9	79	x	x	x	x	x	21%	x	21%	i	62
CCOc1ccc([C@@H]2CC=C(C(=O)O)[C@H](c3ccc(Cl)cc3)N2S(=O)(=O)c2ccc(C)cc2)cc1	1.1	79	x	x	x	x	x	15%	x	6%	i	31
Cc1ccc(S(=O)(=O)NCC(=O)OCC(=O)NCc2ccc(F)cc2)cc1	1.3	35	-4%	0	632	-0.3%	-3%	3%	-10%	6%	i	53
O=C(/C=C/c1cccc(F)c1)c1ccc(N2CCOCC2)cc1	11	59	14%	2	699	-0.1%	-1%	13%	8%	7%	i	38
COc1ccc(/C=C(\C#N)C(=O)NCCCn2ccnc2)cc1	1.7	64	-6%	-19	599	-0.2%	1%	4%	3%	-1%	i	60
COc1cccc(C(=O)NN2CC(O)=C(c3nc(C)cs3)C2=N)c1	0.0	55	8%	-3	638	-0.4%	-7%	9%	6%	-2%	i	35

From PubChem BioAssay
